FUS yeast rescue – rescues growth of FUS-expressing yeast. S. cerevisiae FUS-expressing, growth rescue, OD600, 24 h. Potency, µM (series often up to 76.6 µM), for the others: at the top dose growth rescue (activation), most hits filed as activators. actives 0.24% (n = 390,000);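 also: potency is read from the fitted curve at half-maximal effect; plate controls were DMSO vehicle for no effect and reference control for full effect; nearly all actives have a fitted effect of over 55% in size; some results filed as inactive show a strong effect at the top dose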
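Steps: raffinose overnight preculture; dilution to OD 0.005 in 2% galactose minimal medium; compound addition (concentration series); 24hr at 30C, 99% humidity; absorbance read at 600 nm.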
Abeta yeast res – restores growth of yeast expressing A-beta42 peptide | yeast expressing A-beta42, growth rescue, OD600, 48 h; response scale: 0% DMSO, 100% iron-clioquinol control | Potency, µM (doses to about 46.1 µM), inactives show top-dose growth rescue, most hits filed as activators | actives 0.063% (n = 410,000) | AID 1347071; also: potency is read from the fitted curve at half-maximal effect; nearly all actives have a fitted effect of over 55% in size
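Yeast growth medium received pinned compounds, then yeast cells expressing toxic A-beta were added; plates incubated at 30 C for 48 hr. Growth read as absorbance at 600 nm, normalized to DMSO and equimolar FeCl3 plus clioquinol controls.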
aSyn yeast inh – alpha-synuclein toxicity inhibition in yeast; Yeast expressing alpha-synuclein, growth rescue, BacTiter-Glo, 24 h; Potency, µM (series often up to 46.1 µM), for inactives: at the top dose growth rescue (activation), actives largely listed as activators; actives 0.14% (n = 370,000); also: potency is read from the fitted curve at half-maximal effect; % of control where 0% means no effect; nearly all actives have a fitted effect of over 65% in size
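Screening used galactose-induced yeast with toxic alpha-synuclein levels, exposed to compound for 24 hr at 30 deg C. Cell growth, read with BacTiter-Glo luminescence, gave the measured signal.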
WRN helicase inh – blocks human WRN helicase; Q14191; WRN helicase unwinding, fluorescent forked duplex, kinetic; Potency, µM (top dose mostly 114 µM), for the others: top-dose activity change, negative = inhibition, most hits filed as inhibitors; actives 0.46% (n = 360,000); AID 651768; also: potency is read from the fitted curve at half-maximal effect; % is scaled to controls: 0 for no effect and ±100 for the full control effect; nearly all actives have a fitted effect of over 55% in size
Target sequence (Q14191 whole entry, looked up): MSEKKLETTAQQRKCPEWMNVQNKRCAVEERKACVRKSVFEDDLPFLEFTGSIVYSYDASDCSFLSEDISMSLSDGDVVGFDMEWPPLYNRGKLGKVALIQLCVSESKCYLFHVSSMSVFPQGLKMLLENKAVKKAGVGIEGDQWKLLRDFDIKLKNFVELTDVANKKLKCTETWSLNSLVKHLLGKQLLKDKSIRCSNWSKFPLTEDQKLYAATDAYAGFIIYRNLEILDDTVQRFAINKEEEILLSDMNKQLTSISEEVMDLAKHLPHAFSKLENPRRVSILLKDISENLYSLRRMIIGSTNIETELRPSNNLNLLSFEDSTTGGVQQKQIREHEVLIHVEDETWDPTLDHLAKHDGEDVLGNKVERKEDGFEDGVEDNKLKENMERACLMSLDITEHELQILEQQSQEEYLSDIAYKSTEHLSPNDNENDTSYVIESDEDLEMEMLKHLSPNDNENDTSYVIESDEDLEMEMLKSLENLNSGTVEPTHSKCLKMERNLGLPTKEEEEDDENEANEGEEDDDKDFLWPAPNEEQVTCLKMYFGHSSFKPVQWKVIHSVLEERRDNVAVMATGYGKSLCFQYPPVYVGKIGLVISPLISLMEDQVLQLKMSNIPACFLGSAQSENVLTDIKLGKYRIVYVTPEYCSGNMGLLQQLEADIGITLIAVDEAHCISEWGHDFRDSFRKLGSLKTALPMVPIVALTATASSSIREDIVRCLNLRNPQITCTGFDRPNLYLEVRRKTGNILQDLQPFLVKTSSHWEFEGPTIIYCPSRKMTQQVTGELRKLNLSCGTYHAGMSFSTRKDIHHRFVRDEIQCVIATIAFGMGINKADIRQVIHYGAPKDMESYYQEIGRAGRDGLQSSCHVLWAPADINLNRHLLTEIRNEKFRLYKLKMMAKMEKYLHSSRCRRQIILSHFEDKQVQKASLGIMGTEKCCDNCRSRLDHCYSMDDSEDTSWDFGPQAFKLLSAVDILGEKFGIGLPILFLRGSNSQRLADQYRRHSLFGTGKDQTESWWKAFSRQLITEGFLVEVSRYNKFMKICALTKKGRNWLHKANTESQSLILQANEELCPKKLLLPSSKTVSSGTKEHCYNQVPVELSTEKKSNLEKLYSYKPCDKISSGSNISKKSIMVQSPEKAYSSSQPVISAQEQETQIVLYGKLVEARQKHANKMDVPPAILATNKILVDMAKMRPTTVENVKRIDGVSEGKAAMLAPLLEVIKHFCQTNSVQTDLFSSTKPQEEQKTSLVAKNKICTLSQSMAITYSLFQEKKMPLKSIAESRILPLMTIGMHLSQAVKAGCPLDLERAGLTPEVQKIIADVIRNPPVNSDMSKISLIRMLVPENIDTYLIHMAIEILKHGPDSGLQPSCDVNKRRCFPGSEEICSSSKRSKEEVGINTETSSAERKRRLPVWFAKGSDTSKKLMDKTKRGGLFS
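WRN at 20 nM final preincubated with compound 15 min at room temperature; reaction started with 100 nM fluorophore/quencher forked duplex oligonucleotide and 2 mM ATP final. Unwinding followed kinetically by red fluorescence (ex 525, em 598 nm).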
EPAC1 agonist – agonists of human EPAC1; EPAC1 agonist qHTS, biochemical assay; response scale: 100% = response to 6.5 mM cAMP; Potency, µM (highest dose often 154 µM), without a hit: at the top dose activation, most hits filed as activators; actives 0.073% (n = 360,000); also: potency is read from the fitted curve at half-maximal effect; nearly all actives have a fitted effect of over 60% in size
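Multi-concentration qHTS readout: loss of Rap1B-bound BODIPY-GDP fluorescence driven by 100 nM EPAC1 with excess GDP (50 uM), monitored kinetically at room temperature; agonist response expressed relative to 6.5 mM cAMP.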
IL-2 act – IL-2 activation | IL-2 activation reporter assay, cell-based qHTS; stimulated with anti-CD3/CD4/CD28 beads; in transgenic mouse T cells | activation, % (series mostly up to about 46 µM) | actives 0.065% (n = 360,000) | AID 652025; in the data active = activation above about 50%; inconclusive = mostly about 30% to 49%; also: 0% is about no effect
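First, unstimulated transgenic mouse T cells were exposed to compound for 60 min. Next, anti-CD3/anti-CD4-coated beads with anti-CD28 were added. Finally, after 18 h at 37 degrees C, EGFP and DsRed were imaged.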
PLK1 PBD block – PLK1 (human) polo-box domain binding inhibition. P53350. Plk1 PBD binding of FITC phosphopeptide, fluorescence polarization. Potency, µM, for the others: max response, negative = inhibition, hits mostly inhibitors. actives 2.8% (n = 360,000); also: potency is read from the fitted curve at half-maximal effect; series mostly up to about 57 µM; % is scaled to controls: 0 for no effect and ±100 for the full control effect; nearly all actives have a fitted effect of over 65% in size
EPAC1 antag – antagonists of human EPAC1. actives 0.14% (n = 360,000). AID 720709. O95398. Potency, µM (series often up to 115 µM), inactives show at the top dose activity change, negative = inhibition, hits mostly inhibitors. EPAC1 GEF assay, Rap1b-BODIPY-GDP exchange fluorescence;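 also: potency is read from the fitted curve at half-maximal effect; plate controls were vehicle for no effect and positive control for full effect; nearly all actives have a fitted effect of over 50% in size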
PI5P4Ka inh – inhibitors of human PI5P4K alpha; P48426; PI5P4Kalpha enzyme, ADP-Glo luminescence, 60 min; active compounds read low; max response, %; actives 1.2% (n = 330,000); AID 652105; active = max response of -50% or lower; inconclusive = between -30% and -50%; inactive = -30% or higher; also: value at the top dose of about 77 µM; % is scaled to controls: 0 for no effect and ±100 for the full control effect
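PI5P4Kalpha ADP-Glo assay; 5 microM ATP final; 60 min RT reaction; HEPES pH 7.4/EGTA/CHAPS, 5% DMSO; controls lacking substrate or enzyme; luminescent end-point.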
Numbers without * were called inactive; ? = inconclusive; nt = not tested or not shown; & = joins results of further samples; [ ] = another dose, or the depositor's remark. Unless noted, calls follow the shape of the dose curve; as a rule, active = well fitted curve in the direction sought with a large enough effect; inconclusive = small, poorly fitted or top-dose-only effect, or another doubt; inactive = no such curve, though single readings can be large; an effect the other way counts as inactive or inconclusive.

#1 CCC(C)(C)NC(=O)C(OC(=O)c1ccco1)c1ccccc1OC (stereo unspecified)
#2 COc1ccc(O)c(C=Nc2cc(C)on2)c1
#3 C=C(C)Cn1c2ccc(NC(=S)NCc3ccccc3F)cc2c(=O)n1C
#4 Cc1ccc(C(=O)C2=C(O)C(=O)N(c3ncccn3)C2c2ccc(Cl)cc2)o1 (stereo unspecified)
#5 CNC[C@H]1OCc2ccccc2-c2ccccc2C(=O)N([C@H](C)CO)C[C@H]1C
#6 CC(C)(C)c1cc[n+](-c2nc([O-])sc2C=O)cc1
#7 CCOc1ccc(-c2cc(N)n(S(=O)(=O)c3cccc4nsnc34)n2)cc1
#8 O=C(NCc1ccccc1)C1(C(F)(F)F)C/C(=C/CCO)CCCO1 (stereo unspecified)
Screen / compound no.,1,2,3,4,5,6,7,8
FUS yeast rescue,21%,?,9%,1%,-11%,2%,1%,-21%
Abeta yeast res,17%,-2%,-8%,14%,-6%,-14%,-10%,5%
aSyn yeast inh,5%,10%,-1%,3%,?,-9%,?,-3%
WRN helicase inh,7%,-24%,2%,-8%,5%,-28%[57.1 µM],-11%,2%
EPAC1 agonist,6%,-2%,-7%,2%,-4%,18%,13%,-9%
IL-2 act,-1.7,-1.6,0.4,0.2,2.4,-0.2,-2.3,-0.4
PLK1 PBD block,-10%,0%,-21%,-11%,-6%,-17%,-4%,-1%
EPAC1 antag,2%,-4%,-21%,-1%,-9%,-4%,-25%,-2%
PI5P4Ka inh,nt,nt,-8,5,4,0,2,5

Overlap with the part before: three compounds, followed by the next part.
#6 CC(C)(C)c1cc[n+](-c2nc([O-])sc2C=O)cc1
#7 CCOc1ccc(-c2cc(N)n(S(=O)(=O)c3cccc4nsnc34)n2)cc1
#8 O=C(NCc1ccccc1)C1(C(F)(F)F)C/C(=C/CCO)CCCO1 (stereo unspecified)
#9 CCCC(=O)Nc1ccc(Br)cn1
#10 COc1ccc(S(=O)(=O)N2CCOCC2)cc1NC(=O)Cc1ccc(F)cc1
#11 c1cncc(C(c2nnnn2C2CCCC2)N2CCN(Cc3ccc4c(c3)OCO4)CC2)c1 (stereo unspecified)
#12 COc1ccc(NC(=O)N(C2CCCCC2)C(C)c2ccco2)c(OC)c1 (stereo unspecified)
#13 O=C(CCNC(=O)c1ccco1)Nc1ccc(OC(F)F)c(Cl)c1
#14 O=c1[nH]c(S)c(/C=C2\C=Nc3ccccc32)s1
#15 Cc1ccc(NC(=O)CSC(C)C(=O)OCC(=O)N2CCN(C(=O)c3ccco3)CC2)cc1 (stereo unspecified)
#16 COc1ccc(CNC(=O)C2CC(C)=C(C)CC2C(=O)O)cc1OC (stereo unspecified)
Screen / compound no.,6,7,8,9,10,11,12,13,14,15,16
FUS yeast rescue,2%,1%,-21%,-15%,-2%,-3%,-7%,46%,13%,9%,7%
Abeta yeast res,-14%,-10%,5%,13%,3%,3%,13%,11%,23%,-9%,9%
aSyn yeast inh,-9%,?,-3%,-1%,-1%,-4%,-12%,-9%,3%,-2%,0%
WRN helicase inh,-28%[57.1 µM],-11%,2%,3%,5%,-11%[57.1 µM],-16%,10%,-23%[57.1 µM],0%,-1%[57.1 µM]
EPAC1 agonist,18%,13%,-9%,-2%,-8%,14%,27%,2%,10%,9%,-6%
IL-2 act,-0.2,-2.3,-0.4,-0.2,-1.8,-2.3,-3.0,0.6,1.5,-4.1,-2.0
PLK1 PBD block,-17%,-4%,-1%,1%,3%,-2%,0%,-7%,-25%,-8%,2%
EPAC1 antag,-4%,-25%,-2%,11%,10%,-1%,0%,-2%,8%,-3%,-17%
PI5P4Ka inh,0,2,5,3,-2,nt,nt,3,?,-21,5

#17 CCc1nc2ccc(C(=O)N(C)CCCN(C)C)cn2c1N(C)Cc1cc2ccccc2s1
#18 COc1ccc(C)cc1S(=O)(=O)N(CC(=O)Nc1cc([N+](=O)[O-])ccc1C)c1ccc(C)c(C)c1
#19 CCN1C/C(=C/c2ccc(OC)c(O)c2)C(=O)/C(=C/c2ccc(OC)c(O)c2)C1
#20 Cc1cccc(OCCC(=O)Nc2cc(S(=O)(=O)N3CCCCC3)ccc2N2CCOCC2)c1
#21 CC(=O)Nc1ccc2nc(-c3ccncc3)[nH]c2c1
#22 O=C1CN(S(=O)(=O)c2cc(Cl)ccc2Cl)CCN1
#23 COc1ccc(C(=O)Nc2ccc(N3CCOCC3)cc2)cc1S(=O)(=O)NC1CCCC1
#24 Cn1nc(C(=O)Nc2nc(-c3ccc(F)cc3)cs2)ccc1=O
Screen / compound no.,17,18,19,20,21,22,23,24
FUS yeast rescue,-18%,5%,-31%,7%,2%,7%,35%,3%
Abeta yeast res,-2%,14%,4%,-2%,2%,29%,19%,5%
aSyn yeast inh,0%,7%,4%,3%,-7%,-3%,-2%,14%
WRN helicase inh,3%,-11%,4%,-8%,-5%,-9%,6%,0%
EPAC1 agonist,0%,12%,-6%,-2%,-5%,-2%,2%,1%
IL-2 act,-0.7,-0.5,-0.4,0.7,2.9,1.5,-0.7,0.0
PLK1 PBD block,-4%,-1%,3%,-4%,-5%,?,-11%,6%
EPAC1 antag,1%,-15%,-2%,-18%,0%,-22%,8%,10%
PI5P4Ka inh,-3,-4,2,4,0,2,-4,0

#25 Clc1ccccc1/C=C/C=N/Nc1nc(N2CCOCC2)nc(N2CCOCC2)n1
#26 N/C(=N\OS(=O)(=O)c1ccc(Cl)cc1)c1ccncc1
#27 CC(C)Cc1ccc(S(=O)(=O)N2CCCC2)cc1
#28 Cc1ccc(C)c(S(=O)(=O)N2CCN(C(=O)c3cccn3C)CC2)c1
#29 CCCC(=O)Nc1nnc(SCC(=O)NCc2cccs2)s1
#30 O=c1[nH]ncc(NCc2ccc(Cl)cc2)c1Cl
#31 CCOC(=O)C1CCN(C(=O)c2sc3ncn(CC(=O)N4CCCCC4)c(=O)c3c2C)CC1
#32 CC(C)CN1CCN(Cc2cccc3ncccc23)CC1CCO (stereo unspecified)
Screen / compound no.,25,26,27,28,29,30,31,32
FUS yeast rescue,13%,-1%,10%,19%,-2%,18%,-3%,3%
Abeta yeast res,5%,-8%,-18%,21%,5%,1%,-3%,-13%
aSyn yeast inh,2%,-15%,-7%,3%,-1%,1%,2%,2%
WRN helicase inh,4%,0%,-13%,1%,-2%,-2%,12%,-4%
EPAC1 agonist,-3%,3%,11%,4%,0%,-2%,8%,-5%
IL-2 act,-4.1,-0.5,5.2,-0.7,8.7,1.1,-0.9,1.6
PLK1 PBD block,-10%,-14%,-2%,0%,-3%,0%,-3%,-2%
EPAC1 antag,6%,1%,-4%,14%,-1%,19%,-1%,2%
PI5P4Ka inh,6,nt,nt,4,-3,3,-1,-7

#33 Cc1noc(C)c1S(=O)(=O)N(CC(=O)N1CCc2ccccc21)c1ccc(C(C)C)cc1
#34 Cc1nn(Cc2ccc(F)cc2)c(C)c1NC(=O)c1noc2c1CCc1ccccc1-2
#35 Cc1ccc2c(CC(=O)OCc3nc(N)nc(Nc4ccccc4C)n3)coc2c1
#36 O=C(c1cccc(Cl)c1)N1CCN(S(=O)(=O)c2ccc(Cl)s2)CC1
#37 CC1CC(C)CN(C(=O)c2ccc(CSc3nc4ccncc4[nH]3)cc2)C1 (stereo unspecified)
#38 COCCn1c(N)c(S(=O)(=O)c2cccs2)c2nc3ccccc3nc21
#39 COc1cc2cc(CCO)oc(=O)c2cc1OC
#40 O=C(c1ccc(F)cc1)c1ccc(CN2C(=O)c3ccccc3C2=O)o1
Screen / compound no.,33,34,35,36,37,38,39,40
FUS yeast rescue,-20%,-6%&-18%,?,25%,-15%,11%,-14%,19%
Abeta yeast res,15%,-17%&6%,12%,18%,12%,-6%,4%,-15%
aSyn yeast inh,-3%,2%,19%,2%,0%,-2%,-5%,2%
WRN helicase inh,-2%,-14%,-1%,-4%,-2%,-8%[57.1 µM],5%,-15%[57.1 µM]
EPAC1 agonist,8%,7%,19%,1%,-5%,-6%,-7%,17%
IL-2 act,-0.9,-2.0,-0.7,2.3,-2.0,-1.2,2.5,0.6
PLK1 PBD block,2%,-1%,5%,0%,2%,-2%,-10%,-1%
EPAC1 antag,5%,-14%,3%,5%,5%,-3%,-4%,-5%
PI5P4Ka inh,12,-6,9,-1,1,nt,-5,-1

#41 Cc1nnc(NC(=O)CN2CCN(Cc3ccc(F)cc3Cl)CC2)s1
#42 O=C(COC(=O)c1ccc2c(c1Cl)C(=O)c1ccccc1C2=O)NC1CC1
#43 O=C(CSc1nc2ccccc2nc1SCC(=O)N1CCCCC1)N1CCCCC1
#44 O=C(C1CCCCC1)N1C[C@H](n2cc(-c3ccc(F)cc3)nn2)[C@@H](O)C[C@@H]1c1ccccc1
#45 O=C(O)c1ncc(Cl)c(Cl)c1Cl
#46 CCn1c(=O)c(CCC(=O)NCCN2CCOCC2)c(C)c2c(C)nn(-c3cccc(C)c3)c21
#47 C[C@H](CO)N1C[C@H](C)[C@@H](CN(C)Cc2ccc(Cl)c(Cl)c2)Oc2c(NC(=O)Cc3ccccc3)cccc2C1=O
Screen / compound no.,41,42,43,44,45,46,47
FUS yeast rescue,-6%,27%,5%,3%,-23%&-11%,24%,?
Abeta yeast res,-13%,13%,6%,9%,-5%&10%,-8%,3%
aSyn yeast inh,-1%,14%,9%,3%,-8%&-7%,9%,0%
WRN helicase inh,-3%,-14%,-4%,-7%,8%&-2%,5%,-19%
EPAC1 agonist,3%,-4%,8%,1%,19%&5%,3%,2%
IL-2 act,-0.8,1.2,-1.4,0.6,1.5&-0.9,-1.7,-0.3
PLK1 PBD block,-6%,-8%,-4%,-2%,-4%&-15%,-16%,4%
EPAC1 antag,2%,-16%,3%,-7%,-4%&-5%,0%,-20%
PI5P4Ka inh,3,-22,nt,14,1&3,6,-1

Just aSyn yeast inh, PLK1 PBD block and EPAC1 agonist (two entries from above):
nr	SMILES	aSyn yeast inh	PLK1 PBD block	EPAC1 agonist
41	Cc1nnc(NC(=O)CN2CCN(Cc3ccc(F)cc3Cl)CC2)s1	-1%	-6%	3%
42	O=C(COC(=O)c1ccc2c(c1Cl)C(=O)c1ccccc1C2=O)NC1CC1	14%	-8%	-4%
